Screens deposited in PubChem BioAssay by several laboratories.
MC4R barr agon – agonists of human melanocortin 4 receptor (MC4R) beta-arrestin. U2OS MC4R beta-arrestin complementation, luminescence; percent of melanotan II response, DMSO zero. hit rate 0.98% among 360,000. activation, % at 8.9 µM. AID 540308;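 active = activation above a per-plate cutoff, the mean activation of sample wells on that plate plus 3 SD, cut at about 8% in these data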
CaV13 FRET inh – Disruptors of the CACNA1D IQ motif to Ca2+-dependent inactivation inhibitor domain association, primary screening, Förster resonance energy transfer in intact living … | HEK cells, CFP/YFP FRET ICDI-IQ, plate reader, 10 min; percent FRET-ratio fall versus neutral wells | inhibition, % at 12.3 µM | hit rate 0.098% among 340,000 | AID 743397;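 active = mean replicate inhibition of at least 30% and at least 1% of replicates passing that level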;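 note: 0% = median of the neutral control wells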
ABCB6 inh 2 – blocks the human ABCB6 transporter; fluorescence ratio to DMSO, % at 10 µM; K562-ABCB6 porphyrin accumulation, flow cytometry, 1 h; hits give low values; AID 602162; hit rate 0.19% among 360,000;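 active = fluorescence ratio to DMSO below 75%, the collection mean minus 3 SD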;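 note: signal is porphyrin accumulated inside mitochondria; 100% equals median channel fluorescence of DMSO control wells; lower ratio means ABCB6 inhibition with less porphyrin fluorescence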
Target sequence (Q9NP58 whole entry, looked up): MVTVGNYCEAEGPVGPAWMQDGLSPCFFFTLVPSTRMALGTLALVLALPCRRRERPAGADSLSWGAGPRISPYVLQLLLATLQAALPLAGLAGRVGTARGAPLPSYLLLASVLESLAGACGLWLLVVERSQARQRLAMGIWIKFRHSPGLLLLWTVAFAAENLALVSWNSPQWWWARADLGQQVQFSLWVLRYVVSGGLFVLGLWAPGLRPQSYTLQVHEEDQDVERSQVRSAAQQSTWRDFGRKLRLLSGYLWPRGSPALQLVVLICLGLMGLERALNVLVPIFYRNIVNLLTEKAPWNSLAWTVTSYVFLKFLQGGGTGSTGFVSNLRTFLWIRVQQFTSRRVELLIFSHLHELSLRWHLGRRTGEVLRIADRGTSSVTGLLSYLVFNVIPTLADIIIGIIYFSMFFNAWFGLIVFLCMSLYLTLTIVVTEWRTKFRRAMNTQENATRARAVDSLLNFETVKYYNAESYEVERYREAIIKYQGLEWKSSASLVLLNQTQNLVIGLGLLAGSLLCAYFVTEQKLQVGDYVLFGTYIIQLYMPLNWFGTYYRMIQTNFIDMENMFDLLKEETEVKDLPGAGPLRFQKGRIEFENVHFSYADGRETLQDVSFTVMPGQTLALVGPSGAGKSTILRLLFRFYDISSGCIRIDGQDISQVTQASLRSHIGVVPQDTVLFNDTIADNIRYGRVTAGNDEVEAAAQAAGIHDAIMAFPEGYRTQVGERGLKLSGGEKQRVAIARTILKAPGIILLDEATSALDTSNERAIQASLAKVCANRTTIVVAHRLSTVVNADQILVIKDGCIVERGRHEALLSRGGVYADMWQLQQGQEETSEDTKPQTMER
aDG glyco up – increases alpha dystroglycan glycosylation; hit rate 0.22% among 360,000; Pro5-aDG cells, alpha-DG glycosylation AlphaScreen (IIH6); 0% Pro5, 100% B10-LARGE cell signal; activation, % at 10 µM;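 active = activation of at least 8% versus controls, or a plate z-score of at least 8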;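 note: Pro5 are CHO cells carrying HIG-tagged alpha-DG that lacks glycosylation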
N-glyco inh – N-linked glycosylation inhibition; reporter increase, % at 12.5 µM; AID 588692; hit rate 0.23% among 360,000; D54 ERlucT glycosylation luciferase reporter, 24 h; percent of 100 nM tunicamycin response;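 active = mean luciferase reporter signal, scaled so untreated is 0 and the glycosylation-blocking control 100, at or above a set limit in every replicate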;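 note: luciferase carries N-glycosylation sites so blocking glycosylation raises the light; 0% = median of neutral control wells and 100% = median of 100 nM tunicamycin wells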
PDI turbidity – inhibitors of human protein disulfide isomerase | inhibition, % at 10 µM | P07237 | hit rate 0.052% among 350,000 | AID 588391 | PDI insulin aggregation turbidity, A650, 90 min;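 active = mean inhibition across replicates of 30% or more, whatever share of single replicates reach that level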;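 note: absorbance from insulin aggregation driven by PDI reduction with DTT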
H9c2 protect – protects H9c2 cardiomyocytes from peroxide injury; AID 588492; hit rate 0.63% among 360,000; H2O2 injury protection, ATPLite, 2 h; protection from H2O2 cell death, % at 20 µM;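 active = compounds giving at least 50% protection of heart cells from peroxide-induced death in the single-dose screen, raw or plate-pattern-corrected value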;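 note: 0% = DMSO wells with peroxide and 100% = DMSO wells without peroxide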
HTR2A ag – agonists of mouse serotonin 5-HT2A receptor (HTR2A); P35363; CHO-K1 mHTR2A beta-arrestin complementation, luminescence; percent of 30 µM serotonin response; activation, % at 7.6 µM; hit rate 0.66% among 360,000;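 active = activation above a run cutoff, the mean activation of all tested compounds plus 3 SD, cut at about 14% in these data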;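 note: 0% = plate median of compound wells and 100% = 30 µM serotonin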
MC4R antag cAMP – human MC4R antagonism in cAMP assay; P32245; MC4R-expressing cells, MTII-stimulated cAMP, LANCE TR-FRET; inhibition, % at 6.5 µM; hit rate 0.48% among 360,000;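 active = inhibition above its plate's cutoff, the mean of tested wells on that plate plus 3 SD, cut at about 29% in these data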;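 note: 0% = Melanotan II alone and 100% = Melanotan II plus saturating MCL0020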
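System – human MC4R-expressing U2OS cells · Also added – Melanotan II · Dosing – one concentration, 6.5 µM nominal · Timing – 30-min compound, 1-h challenge, 1-h detection, room temperature · Measured by – Eu-cAMP/anti-cAMP TR-FRET, emission 671 nm · Replicates – singlicate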
Vif inh – blocks HIV Vif function. inhibition, % at 7.49 µM. HEK293T cells, Vif self-association by quenched fluorescence, imaging, 24 h. hit rate 0.35% among 340,000; in the data active = inhibition above about 50%, passing the limit was not always enough; note: some results filed as inactive read as strong as hits
* = called active by the depositor. Compounds were not picked by outcome; any-hit rate near 3.6%.

CCN(CCNC(=O)Nc1ccc(Cl)cc1)c1ccccc1 was read as MC4R barr agon 3.1, ABCB6 inh 2 94, aDG glyco up 0.7, N-glyco inh 0, PDI turbidity -3, H9c2 protect -31, HTR2A ag -1, MC4R antag cAMP -3 and Vif inh -3.
`O=C(O/N=C\c1ccc(N2CCOCC2)c([N+](=O)[O-])c1)c1ccc(F)cc1` gave MC4R barr agon 0.6, ABCB6 inh 2 102, aDG glyco up 0.0, N-glyco inh -1, PDI turbidity 2, H9c2 protect 4, HTR2A ag -4, MC4R antag cAMP 7 and Vif inh 5.
Screening Cc1ccc(Cc2c(-c3ccco3)nc3ccc(C)cn23)cc1 returned CaV13 FRET inh -3, ABCB6 inh 2 100, aDG glyco up -0.1, N-glyco inh -2, H9c2 protect -8 and HTR2A ag 0.
`Clc1cccc(COn2c(-c3ccc(Cl)cc3Cl)nc3ncccc32)c1` gave MC4R barr agon 6.1, ABCB6 inh 2 102, aDG glyco up -0.2, N-glyco inh -2, PDI turbidity -3, H9c2 protect -20, HTR2A ag -3, MC4R antag cAMP 9 and Vif inh -11.
For O=C(COC(=O)Cc1ccc(Cl)cc1Cl)NCCC1=CCCCC1 the results were MC4R barr agon 6.0, CaV13 FRET inh -17, ABCB6 inh 2 102, aDG glyco up -0.1, N-glyco inh 0, PDI turbidity -1, H9c2 protect 2, HTR2A ag 12, MC4R antag cAMP -6 and Vif inh 10.
For O=S(=O)(NCc1ccco1)c1ccc2ccccc2c1 the results were MC4R barr agon 2.3, CaV13 FRET inh -2, ABCB6 inh 2 101, aDG glyco up 0.0, N-glyco inh 1, PDI turbidity -2, H9c2 protect -2, HTR2A ag -1, MC4R antag cAMP 1 and Vif inh 11.
Screening Cc1ccc(SCCC(=O)Nc2cccc(N(C)S(C)(=O)=O)c2)cc1 returned MC4R barr agon -1.2, CaV13 FRET inh -4, ABCB6 inh 2 99, aDG glyco up -0.1, N-glyco inh -1, PDI turbidity -2, H9c2 protect -2, HTR2A ag -1, MC4R antag cAMP 4 and Vif inh -11.
O=C(CSc1nnc(Cn2c(=O)sc3ccccc32)n1CCc1ccccc1)N1CCCC1 was read as MC4R barr agon -1.1, CaV13 FRET inh -2, ABCB6 inh 2 100, aDG glyco up -0.1, N-glyco inh 0, H9c2 protect 13, HTR2A ag -1, MC4R antag cAMP 0 and Vif inh -4.
CCCCCCOC(=O)c1ccc(OC(=O)c2cccnc2)cc1 was read as MC4R barr agon -0.7, ABCB6 inh 2 98, aDG glyco up -0.1, N-glyco inh 0, PDI turbidity 1, H9c2 protect -5, HTR2A ag 22* and MC4R antag cAMP -3.
COc1cc(NC(=O)CCS(=O)(=O)c2ccc3c(c2)n(C)c(=O)c(=O)n3C)cc(OC)c1 was read as MC4R barr agon -0.7, CaV13 FRET inh -2, ABCB6 inh 2 98, aDG glyco up -0.1, N-glyco inh 3, H9c2 protect -3, HTR2A ag -2, MC4R antag cAMP 20 and Vif inh -4.
Screening COc1cccc(-n2nnc3c(=O)n(CC(=O)N4CCCc5ccccc54)cnc32)c1 returned MC4R barr agon 5.4, CaV13 FRET inh -4, ABCB6 inh 2 101, aDG glyco up -0.1, N-glyco inh -3, PDI turbidity 12, H9c2 protect 4, HTR2A ag 9, MC4R antag cAMP 15 and Vif inh -8.
`Cc1cccc(-n2cc(CN(C)Cc3nccn3C)c(-c3cccc(F)c3)n2)c1` gave MC4R barr agon -1.9, CaV13 FRET inh 3, ABCB6 inh 2 99, aDG glyco up 0.5, N-glyco inh -3, PDI turbidity 6, H9c2 protect -7, HTR2A ag -5, MC4R antag cAMP 8 and Vif inh -4.
`CC1C=CCC2C(=O)N(c3ccc(OC(=O)c4cccs4)cc3)C(=O)C12` (configuration not stated) gave MC4R barr agon 0.1, CaV13 FRET inh 5, ABCB6 inh 2 99, aDG glyco up 0.5, N-glyco inh 0, PDI turbidity 6, H9c2 protect 6, HTR2A ag -3, MC4R antag cAMP -7 and Vif inh -6.
For CC(C)c1cc(C(=O)NC2CCCCC2)no1 the results were MC4R barr agon -2.2, CaV13 FRET inh -8, ABCB6 inh 2 97, aDG glyco up -0.3, N-glyco inh -3, PDI turbidity -8, H9c2 protect -4, HTR2A ag 2, MC4R antag cAMP 6 and Vif inh 2.
For O=C(CSc1nnc(-c2ccccc2NC(=O)c2ccccc2)o1)OC1CCCCC1 the results were MC4R barr agon 0.0, CaV13 FRET inh -1, ABCB6 inh 2 100, aDG glyco up -0.3, N-glyco inh -1, PDI turbidity 7, H9c2 protect -18, HTR2A ag -2, MC4R antag cAMP 6 and Vif inh -3.
`O=C(OCCN1C(=O)c2cccc3c(N4CCOCC4)ccc(c23)C1=O)c1ccccc1Cl` gave MC4R barr agon -2.5, CaV13 FRET inh -18, ABCB6 inh 2 97, aDG glyco up 2.2, N-glyco inh 4, PDI turbidity -7, H9c2 protect -9, HTR2A ag -2, MC4R antag cAMP -1 and Vif inh -12.
`Cc1c(/C=C2\SC(=O)N(CC(=O)Nc3ccc4c(c3)OCO4)C2=O)c2ccccc2n1C` gave MC4R barr agon -3.5, CaV13 FRET inh -7, ABCB6 inh 2 98, aDG glyco up -0.2, N-glyco inh 2, PDI turbidity 6, H9c2 protect 3, HTR2A ag -1, MC4R antag cAMP 2 and Vif inh -4.
Screening CCCCN1C(=O)C(=O)N(CC(=O)Nc2sc(C)c(CC)c2C(=O)OCC)C1=O returned MC4R barr agon -3.3, CaV13 FRET inh -4, ABCB6 inh 2 89, aDG glyco up -0.1, N-glyco inh -2, PDI turbidity 2, H9c2 protect 1, HTR2A ag 3, MC4R antag cAMP 2 and Vif inh -4.
Screening CSC12CCCN(CCC(C(C)(C)C)C1)C2=O (configuration not stated) returned CaV13 FRET inh -3, ABCB6 inh 2 106, aDG glyco up 0.7 and HTR2A ag -1.
Cc1ccc(S(=O)(=O)N2CCCC2C(=O)NC2CCCCC2)cc1 (configuration not stated) was read as MC4R barr agon -1.8, CaV13 FRET inh -5, ABCB6 inh 2 110, aDG glyco up 0.0, N-glyco inh 0, PDI turbidity -8, H9c2 protect 0, HTR2A ag 0, MC4R antag cAMP -3 and Vif inh -9.
For C[C@H]1COC(=O)[C@@H](CC(=O)OC(C)(C)C)C/C=C\C[C@@H](CC(=O)N[C@H](CO)Cc2ccccc2)C(=O)N1 the results were MC4R barr agon 0.7, CaV13 FRET inh 3, ABCB6 inh 2 94, aDG glyco up -0.4, N-glyco inh 1, PDI turbidity 6, H9c2 protect 1, HTR2A ag -6 and MC4R antag cAMP 15.
Cc1ccc(C(C(=O)NCc2ccco2)N(Cc2ccco2)C(=O)CNC(=O)c2ccco2)cc1 (configuration not stated) was read as MC4R barr agon -1.1, ABCB6 inh 2 100, aDG glyco up 0.1, N-glyco inh -3, PDI turbidity 1, H9c2 protect 18, HTR2A ag -3, MC4R antag cAMP 8 and Vif inh -1.
S=P(N1CC1)(N1CC1)N1CC1 was read as MC4R barr agon -1.1, CaV13 FRET inh -5, ABCB6 inh 2 93, aDG glyco up 0.1, N-glyco inh 3, PDI turbidity 0, H9c2 protect -9, HTR2A ag 3, MC4R antag cAMP 4 and Vif inh -12.
`Cc1nnsc1C(=O)N1CCN(c2ccc(F)cc2)CC1` gave MC4R barr agon -1.4, CaV13 FRET inh -4, ABCB6 inh 2 91, aDG glyco up 0.0, N-glyco inh -1, PDI turbidity -5, H9c2 protect -1, HTR2A ag 0, MC4R antag cAMP 7 and Vif inh 6.
For N#C/C(C(=O)NCc1ccco1)=C1/SC=C(c2ccccc2)N1c1ccccc1 the results were MC4R barr agon 2.5, CaV13 FRET inh -6, ABCB6 inh 2 96, aDG glyco up 0.3, N-glyco inh -1, PDI turbidity -9, H9c2 protect -1, HTR2A ag -4, MC4R antag cAMP 3 and Vif inh 2.
Screening Cc1ccc(-c2noc(CN3CCOCC3)n2)cc1 returned MC4R barr agon -1.2, CaV13 FRET inh -5, ABCB6 inh 2 101, aDG glyco up -0.1, N-glyco inh -3, PDI turbidity 21, H9c2 protect 7, HTR2A ag 7, MC4R antag cAMP 12 and Vif inh 1.
O=C(O)c1cc(Cl)c(Cl)cc1C(=O)Nc1cccc2cccnc12 was read as MC4R barr agon -1.5, CaV13 FRET inh -5, ABCB6 inh 2 99, aDG glyco up 0.2, N-glyco inh 7, PDI turbidity 7, H9c2 protect 3, HTR2A ag 2, MC4R antag cAMP 18 and Vif inh -8.
CCc1noc(C)c1C(=O)Nc1ncc(C)s1 was read as MC4R barr agon -0.6, CaV13 FRET inh -9, ABCB6 inh 2 104, aDG glyco up -0.1, N-glyco inh 0, PDI turbidity 1, H9c2 protect 6, HTR2A ag -4, MC4R antag cAMP 8 and Vif inh -1.
`CC[C@@H](C(=O)[C@@H](C)[C@@H](O)[C@H](C)CCc1ccc(C)c(O)c1C(=O)O)[C@H]1O[C@](CC)([C@H]2CC[C@](O)(CC)[C@H](C)O2)C[C@@H]1C` gave MC4R barr agon 89*, CaV13 FRET inh -5, ABCB6 inh 2 101, aDG glyco up -0.2, N-glyco inh 2, PDI turbidity 11, H9c2 protect -44, HTR2A ag 193*, MC4R antag cAMP 6 and Vif inh -6.
CC(C)OC(=O)CC1C(=O)NCCN1C(=S)NC(=O)c1ccccc1Cl (configuration not stated) was read as MC4R barr agon -2.0, CaV13 FRET inh 1, ABCB6 inh 2 95, aDG glyco up 0.1, N-glyco inh 1, PDI turbidity 2, H9c2 protect -4, HTR2A ag -2, MC4R antag cAMP 1 and Vif inh 2.
COc1ccc(NS(=O)(=O)c2cccc(C(=O)NN=Cc3cc(Br)c(O)c(Br)c3)c2)cc1 was read as MC4R barr agon -1.2, CaV13 FRET inh -7, ABCB6 inh 2 94, aDG glyco up -0.2, N-glyco inh -2, PDI turbidity -4, H9c2 protect -2, HTR2A ag 0, MC4R antag cAMP -7 and Vif inh -1.
CCN1CCN(Cc2cc(=O)oc3ccc(C)cc23)CC1 was read as MC4R barr agon -1.3, CaV13 FRET inh -5, ABCB6 inh 2 97, aDG glyco up -0.1, N-glyco inh -1, PDI turbidity -3, H9c2 protect 14, HTR2A ag -5, MC4R antag cAMP -6 and Vif inh 8.
`COc1ccc(NC2=Nc3ccccc3N[C@@]23C[C@H]2CCCC(=O)N4CC[C@@H](C3)[C@@H]24)cc1` gave MC4R barr agon 0.5, CaV13 FRET inh -10, ABCB6 inh 2 99, aDG glyco up 0.4, N-glyco inh 5, PDI turbidity 4, H9c2 protect 4, HTR2A ag -6, MC4R antag cAMP 10 and Vif inh 2.
Screening COc1ccc(NC(=S)N2CCC(C(=O)c3ccc(Cl)cc3)CC2)cc1 returned MC4R barr agon -1.1, CaV13 FRET inh -4, ABCB6 inh 2 100, aDG glyco up -0.1, N-glyco inh 5, PDI turbidity 6, H9c2 protect -2, HTR2A ag -1, MC4R antag cAMP 10 and Vif inh 16.
